Bioassay records: PubChem, Sanford-Burnham Center for Chemical Genomics
mIAP inh: mouse IAP inhibition; hit rate 0.2% among 330,000; AID 2806; inhibition, % at 10 µM; purified mouse IAP, CDP-Star luminescence, 30 min;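 active = inhibition of at least 40% at 10 µM in the primary screen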;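 also: plate controls were DMSO with enzyme for no effect and no enzyme wells for full effect; values of inactives mirror those of a sister screen read the other way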
APOBEC3G inh: APOBEC3G (human) deaminase inhibition; Q9HC16; recombinant A3G, ssDNA deamination FAM/TAMRA fluorescence; inhibition, % at 20 µM; hit rate 0.28% among 330,000;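 active = inhibition of at least 40% at 20 µM, with no more than 30% in the related APOBEC3A deaminase screen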;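 also: plate controls were DMSO wells with A3G for no effect and wells lacking A3G enzyme for full effect; some compounds called inactive have numbers as strong as hits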
Target sequence (Q9HC16 whole entry, looked up): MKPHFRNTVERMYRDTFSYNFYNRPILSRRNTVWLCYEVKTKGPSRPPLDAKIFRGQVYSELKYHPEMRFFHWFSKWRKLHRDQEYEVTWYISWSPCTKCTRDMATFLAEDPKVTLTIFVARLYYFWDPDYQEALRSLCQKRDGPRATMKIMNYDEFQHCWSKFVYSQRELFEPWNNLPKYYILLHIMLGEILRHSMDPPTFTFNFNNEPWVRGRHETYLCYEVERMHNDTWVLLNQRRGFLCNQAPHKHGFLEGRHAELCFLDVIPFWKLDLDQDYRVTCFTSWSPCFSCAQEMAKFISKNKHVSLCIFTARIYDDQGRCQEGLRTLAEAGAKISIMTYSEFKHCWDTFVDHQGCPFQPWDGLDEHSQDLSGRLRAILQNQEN
tim10-1 inh: growth inhibitors of tim10-1 mutant yeast; hit rate 2.2% among 330,000; inhibition, % at 20 µM; S. cerevisiae tim10-1 ts strain growth, BacTiter-Glo, 24 h; AID 463190;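 active = inhibition of at least 40%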;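 also: mutant grown at 25 °C; 0% = DMSO wells with yeast and 100% = wells holding no yeast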
hIAP inh: human IAP inhibition | P09923 | hit rate 0.12% among 330,000 | purified IAP, CDP-Star luminescence, 30 min | inhibition, % at 10 µM;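 active = inhibition reaching a set limit with compound at 10 µM in the primary screen, cut at about 35% in these data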;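 also: plate controls were DMSO wells with enzyme for no effect and no-enzyme buffer wells for full effect; values of inactives mirror those of a sister screen read the other way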
Target sequence (P09923 whole entry, looked up): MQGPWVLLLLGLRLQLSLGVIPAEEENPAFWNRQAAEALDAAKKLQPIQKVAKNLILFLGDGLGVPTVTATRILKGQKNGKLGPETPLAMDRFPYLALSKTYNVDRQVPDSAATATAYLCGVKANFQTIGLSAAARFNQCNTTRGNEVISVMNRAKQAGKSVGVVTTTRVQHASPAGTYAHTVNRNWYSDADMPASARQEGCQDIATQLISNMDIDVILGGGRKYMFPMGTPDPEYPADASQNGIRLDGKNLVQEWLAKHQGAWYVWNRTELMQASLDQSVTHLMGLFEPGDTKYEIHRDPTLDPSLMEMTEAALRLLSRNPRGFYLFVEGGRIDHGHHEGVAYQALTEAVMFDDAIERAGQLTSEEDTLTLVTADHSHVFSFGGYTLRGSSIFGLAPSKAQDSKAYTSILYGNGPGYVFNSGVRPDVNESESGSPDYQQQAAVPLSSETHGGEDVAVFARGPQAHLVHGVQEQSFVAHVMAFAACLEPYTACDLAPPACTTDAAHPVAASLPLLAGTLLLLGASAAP
NLRP3 yeast inh: NALP3 inhibition in yeast. inhibition, % at 10 µM. hit rate 0.39% among 330,000. Yeast reconstituted NLRP3/ASC/caspase-1, beta-gal luminescence, 24 h;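 active = inhibition of 50% or more; inactive = inhibition below 50%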;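 also: plate controls were induced DMSO wells for no effect and uninduced yeast grown without galactose for full effect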
TIM10 inh: TIM10 yeast growth inhibition; S. cerevisiae TIM10 strain growth, BacTiter-Glo luminescence, 24 h; inhibition, % at 10 µM; hit rate 1.4% among 330,000; AID 463195;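 active = inhibition of 40% or more at the single tested concentration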;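 also: wild-type TIM10 isogenic control strain grown at permissive 25 °C; 0% = DMSO yeast wells and 100% = minimal medium wells without yeast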
mIAP act: mouse IAP activation | muIAP, CDP-Star luminescence, 30 min; hits give high values; 1 = vehicle-only enzyme signal, 0 = enzyme-free wells | activation factor at 10 µM | hit rate 0.24% among 330,000 | AID 2805;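 active = activation factor of at least 2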; also: the source names both 10 and 20 µM as test concentration; values of inactives mirror those of a sister screen read the other way
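Assay system: mouse IAP enzyme; Reagent: CDP-Star chemiluminescent phosphatase substrate; Compound: DMSO-dissolved test compounds; Incubation: 30 min, room temperature; Technique: luminescence from enzymatic CDP-Star hydrolysis; Controls: DMSO-only wells and no-enzyme negative control.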
MIN6 prolif: induces beta-cell replication in MIN6 cells. MIN6 cells proliferation, ATPlite luminescence, 48 h; cells starved in 0.2% serum; 100% = growth in 10% serum. hit rate 0.29% among 330,000. proliferation, % at 10 µM. AID 2380;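 active = compounds whose signal lies at least 3.5 SD above the mean of all wells on their plate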;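 also: 0% = DMSO-treated cells in low-serum medium and 100% = 10% serum control; some compounds called inactive have numbers as strong as hits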
A3A deaminase: blocks human APOBEC3A ssDNA deamination | P31941 | recombinant A3A, FAM/TAMRA ssDNA deamination fluorescence | inhibition, % at 20 µM | hit rate 0.41% among 330,000;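 active = at least 40% inhibition at 20 µM here, with at most 30% in a related deaminase screen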;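 also: plate controls were A3A with DMSO for no effect and wells lacking A3A enzyme for full effect; some results filed as inactive read as strong as hits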
* hit, by the source's call.

SMILES	mIAP inh	APOBEC3G inh	tim10-1 inh	hIAP inh	NLRP3 yeast inh	TIM10 inh	mIAP act	MIN6 prolif	A3A deaminase
NC(=O)c1cccn1Cc1ccccc1Cl	0.0	-0.5	8.4	18.7	-13.0	2.0	1	-1.8	5.2
NC1=NC(=O)S/C1=C\c1ccc(F)cc1	-5.6	-6.0	12.4	-0.2	9.5	-8.3	1.06	-1.1	1.0
O=C(Nc1ccc(C(=O)c2ccccc2)cc1)c1ccccc1	-7.6	-0.9	12.2	7.2	27.2	13.4	1.08	-4.2	3.5
Cn1nc(C(F)(F)F)c2cc(C(=O)N3CCOCC3)sc21	4.7	-5.7	4.8	6.2	9.5	7.7	0.953	2.3	1.5
O=C1C=C(Nc2ccccc2)c2ccccc2C1=O	1.4	-4.9	23.5	15.7	6.8	20.7	0.986	-4.8	-0.6
O=C(CSc1ccc(F)cc1)Nc1ccc(C2SCCS2)cc1	-7.8	-3.6	1.4	-4.4	5.2	14.6	1.08	-0.7	-2.8
CC1CCCC(C)N1C(=O)COC(=O)c1cc(-c2cccs2)nn1-c1ccccc1 (stereo not drawn)	-8.3	-8.3	20.5	-27.1	16.8	20.4	1.08	-0.9	2.5
CCOC(=O)c1c(C)[nH]c(C)c1S(=O)(=O)N1CCCCC1	-5.5	6.2	-3.2	12.3	7.7	4.5	1.05	-0.3	-4.0
Cc1ccc(-n2nnnc2SCC(=O)N2CCNC2=O)cc1C	4.1	-7.1	23.0	0.9	-7.5	-0.7	0.959	0.2	-6.4
O=C(NC12CC3CC(CC(C3)C1)C2)N1CC2Cc3cccc(=O)n3C(C2)C1 (stereo not drawn)	-6.2	-3.8	7.8	-0.8	8.0	2.0	1.06	-0.5	-3.8
Cc1cc(NCC2CCCO2)n2c(nc3ccccc32)c1C#N (stereo not drawn)	-9.1	0.4	37.3	-1.5	-1.4	22.1	1.09	3.5	0.9
Cn1nnc2c(N3CCCCC3)nccc21	-2.5	-3.5	-17.4	-14.4	9.5	-3.3	1.02	-0.5	-1.6
Cc1noc(C)c1C(=O)N(C)Cc1ccccc1	4.5	-3.1	-5.0	1.4	8.2	5.5	0.955	-0.9	5.0
O=C(CSc1nc2ccccc2c(=O)[nH]1)c1ccccc1	-5.5	-0.9	20.8	11.0	11.8	10.4	1.05	1.1	8.5
COc1ccc(NC(=O)Cn2nnc(C(=O)NCCc3ccccc3)c2N)c(OC)c1	-3.8	-2.2	-3.6	1.6	2.5	-15.7	1.04	2.8	1.2
COC(=O)Cc1ccc(NC(=S)NCc2cccc(OC)c2)cc1	-13.5	-6.7	16.8	-19.9	10.7	-0.4	1.14	-0.3	-4.7
Cn1cc(Br)c(C(=O)N/N=C/c2cc3c(cc2Cl)OCO3)n1	-2.1	-2.0	6.0	-30.2	6.0	25.0	1.02	-2.0	-1.6
COc1ccc(CNCc2ccc(F)cc2)c(OC)c1	-7.1	-6.6	-12.5	-0.8	16.8	2.4	1.07	-2.5	-3.7
C(=N\N1CCN(Cc2ccccc2)CC1)/c1ccccc1	-3.0	-3.7	-9.3	-0.1	26.6	-1.7	1.03	-0.3	2.0
C=CCCC(=O)N1CCC(n2nccc2NC(=O)CCCc2ccccc2)CC1	-4.4	0.5	2.2	-17.3	7.3	10.9	1.04	2.0	3.2
NS(=O)(=O)c1ccc(CCNC(=O)COC(=O)CC(c2ccccc2)c2ccccc2)cc1	1.5	-6.7	16.7	-12.8	-0.5	5.6	0.985	-0.6	-1.8
CC(C)NC(=O)c1c(O)c2ccccc2[nH]c1=O	2.5	-6.6	-28.0	14.2	53.6*	0.7	0.975	-5.8	-3.2
O=C(Nc1cc(C(F)(F)F)ccc1Cl)c1cccc(N2C(=O)CCC2=O)c1	1.6	-1.0	-9.0	9.0	8.0	-0.1	0.984	-2.7	-0.4
OCCNc1cc(Cl)ncn1	9.7	-5.6	-6.8	12.9	8.7	4.3	0.903	-0.4	-2.0
CC1CCc2sc(C(=O)Nc3nnc(SCc4ccc(F)cc4)s3)cc2C1 (stereo not drawn)	1.1	-3.7	-4.0	14.0	3.0	-9.0	0.989	-1.3	-0.5

Further compounds
SMILES	mIAP inh	APOBEC3G inh	tim10-1 inh	hIAP inh	NLRP3 yeast inh	TIM10 inh	mIAP act	MIN6 prolif	A3A deaminase
COC(=O)c1ccccc1NCc1cc(=O)oc2cc(O)c(O)cc12	43.7*	-7.4	-21.3	26.0	29.8	22.3	0.563	-3.5	-3.2
COc1ccccc1C(=O)N/N=C(\C)CC(=O)Nc1ccccn1	3.1	-7.3	-4.8	7.7	7.6	6.5	0.969	-1.1	-4.3
COc1ccc(N2CCN(C(=O)c3ccc(NS(=O)(=O)c4ccc(F)c(F)c4)cc3)CC2)cc1	3.8	-1.1	13.3	8.4	1.8	10.3	0.962	-1.2	-1.3
COc1ccc(NC(C)=O)cc1NC(=O)CN1CCN(CC(=O)Nc2ccccc2Cl)CC1	-16.4	-4.5	-3.8	-18.3	19.4	-4.5	1.16	-0.2	0.0
CCn1cc(CNC(=S)Nc2cccc3ccccc23)cn1	3.7	-9.5	10.5	1.1	20.4	22.0	0.963	-1.8	-1.9
O=C(NC(c1ccccc1)c1ccccn1)c1cccc([N+](=O)[O-])c1 (stereo not drawn)	-3.0	-5.6	6.2	-2.0	21.2	14.1	1.03	-3.2	-0.7
O=C(C1CC(c2ccccc2O)=NO1)N1CCc2ccccc2C1 (stereo not drawn)	-0.8	1.0	27.4	27.2	-7.1	7.3	1.01	-2.6	21.2
COc1ccccc1CNC(=O)C1Cc2cc(S(=O)(=O)N3CCCCC3)ccc2N1C(C)=O (stereo not drawn)	-10.3	-7.2	-7.8	-17.3	12.7	3.5	1.1	1.6	-5.2
Cc1ccc(C)c(CNC(=O)Nc2ccccc2)c1	-22.8	-3.7	1.9	-11.2	24.6	-14.8	1.23	-2.5	-1.0
CC(C)CCCN1CCN=C1N(C)C	-12.0	-2.4	-5.6	-16.6	15.1	0.1	1.12	-4.1	0.9
CC(C)CN(CCCNC(=O)CC1Oc2ccccc2NC1=O)CC(C)C (stereo not drawn)	-1.9	-0.1	9.6	-13.3	16.9	0.3	1.02	-1.0	1.1
CCc1nc2ccccc2[nH]c1=O	-1.0	-5.3	-22.8	-5.5	16.1	6.2	1.01	4.3	-2.7
Cc1cc(-c2nc3ccccc3[nH]2)ccc1N	11.1	-8.5	0.7	11.1	2.1	15.8	0.889	-4.7	-2.6
Cc1ccc(N(C)C(=O)N2CCN(S(=O)(=O)c3ccc(C)cc3)CC2)cc1	-5.4	-6.8	25.3	15.7	16.5	8.3	1.05	4.4	-1.6
CCC1C(=O)NCCN1C(=O)c1ccccc1OC1CCN(S(C)(=O)=O)CC1 (stereo not drawn)	-0.3	-3.6	7.4	8.6	3.1	10.2	1	-1.2	1.3
O=C(c1ccc(S(=O)(=O)Cc2ccccc2F)c([N+](=O)[O-])c1)N1CCCC1	4.9	1.6	15.8	-3.2	11.8	6.1	0.951	-0.7	2.8
CCc1cccc2c1NC(=O)C21OCCO1	-6.6	-8.5	17.9	3.2	5.2	-1.4	1.07	1.4	-4.4
O=C(Nc1ccncc1Cl)c1ccncc1	-8.4	-6.5	-17.7	-14.4	0.2	2.3	1.08	-2.6	0.7
C=CCn1c(=NC(=O)c2cccs2)sc2cc(NC(C)=O)ccc21	2.9	-5.8	-3.5	13.8	25.8	9.1	0.971	-0.5	-3.3
NC(=O)C1CC(O)CN1c1nc(CN2CCOCC2)nc2scc(-c3ccccc3)c12 (stereo not drawn)	9.8	-8.7	16.1	-24.3	9.0	-1.0	0.902	-0.3	-4.3
O=C1C2CC=CCC2C(=O)N1Nc1ccccc1 (stereo not drawn)	6.4	-3.0	0.4	3.3	6.2	0.2	0.936	-3.3	2.3
COc1ccccc1NC1=CC(=O)CC(c2ccccc2)C1 (stereo not drawn)	-3.5	-5.6	21.8	9.7	8.0	-14.2	1.03	-2.5	-0.6
Cc1ccc(C(=O)OCC(=O)Nc2ccccc2N2CCOCC2)cc1	-2.9	0.7	15.2	-6.6	6.1	1.2	1.03	-1.0	5.4
COc1cc(C(=O)Nc2ccc(OCC(=O)O)cc2)cc(OC)c1OC	-7.2	3.1	8.2	0.7	-6.3	-2.5	1.07	1.3	0.2
COc1ccc(C(CNC(=O)c2cccc(S(=O)(=O)Nc3ccccc3OC)c2)N2CCOCC2)cc1 (stereo not drawn)	7.4	-11.2	14.1	-10.3	11.0	7.2	0.926	-1.1	-3.4

(next part)
SMILES	mIAP inh	APOBEC3G inh	tim10-1 inh	hIAP inh	NLRP3 yeast inh	TIM10 inh	mIAP act	MIN6 prolif	A3A deaminase
Cc1ccc(C(=O)N/C(=C\c2ccc(Cl)cc2)C(=O)NCC2CCCO2)cc1 (stereo not drawn)	1.1	-4.4	17.8	-16.2	13.9	4.8	0.989	-1.1	2.3
COc1ccc(-n2nc(C(=O)NCC(=O)NC(C)C)c3ccccc3c2=O)c(OC)c1	-10.3	-3.5	10.6	-4.2	2.6	-7.7	1.1	-4.4	-5.2
Clc1cccc(Nc2nc(-c3ccncc3)cs2)c1	4.0	-6.6	25.0	-0.4	-12.1	21.8	0.96	-4.6	2.5
Cn1c(=O)[nH]c(=O)c2c1nc(N1CCCCC1)n2CC(O)COc1ccc([N+](=O)[O-])cc1 (stereo not drawn)	9.7	6.2	7.4	2.1	3.0	1.4	0.903	-3.9	-8.6
c1ccc(C2=Nn3c(nnc3-c3ccco3)SC2)cc1	-5.5	-0.8	28.8	-2.2	12.9	19.9	1.05	3.2	1.7
COC(=O)C1=C(C)Nc2c(c(=O)n(C)c(=O)n2C)C1c1cccc(O)c1 (stereo not drawn)	-3.0	-1.2	7.6	-2.4	1.1	-16.3	1.03	0.5	2.9
COc1ccc(C(=O)CCC(=O)Nc2cccnc2)c(OC)c1	1.7	-2.4	14.3	-10.4	2.3	-4.3	0.983	-3.5	-3.9
CC(C)CNC(=O)CSc1nnc(-c2ccc(Cl)cc2)n1N	5.3	-7.8	7.6	8.6	9.2	0.2	0.947	-1.0	0.1
Cc1cc(C)c(S(=O)(=O)c2ccccc2C(=O)O)c(C)c1	5.4	2.6	10.5	6.9	8.1	-8.3	0.946	-1.9	3.0
Nc1nc(-c2ccccc2)cn1N	4.9	1.1	1.9	5.0	7.1	-3.9	0.951	-1.6	0.5
COc1ccc(N2C(=O)NC3CC2(C)Oc2ccccc23)cc1 (stereo not drawn)	5.1	-2.3	8.7	9.8	13.5	-4.9	0.949	0.9	3.7
CC1CC(C)CN(CCCNC(=O)CCC(=O)N2CC(C)Oc3ccccc32)C1 (stereo not drawn)	-6.1	-7.7	-0.8	1.9	-13.3	-2.9	1.06	-1.6	-2.9
COc1ccccc1NC(=O)CSc1nncn1-c1ccccc1	-16.9	-1.0	19.5	-5.6	12.4	-3.9	1.17	-2.8	3.1
O=C(Nc1cc(S(=O)(=O)N2CCOCC2)ccc1N1CCOCC1)c1cccc(S(=O)(=O)N2CCCCC2)c1	-1.4	-4.6	9.5	-5.3	-11.3	21.9	1.01	-3.8	-4.6
CC(=O)c1cccc(S(=O)(=O)NCCC(=O)O)c1	-9.8	-7.6	18.1	8.8	8.6	-14.9	1.1	-1.1	-3.8

The order is random; overall some 4.6% were active at least once.
